FXIIa inh: blocks human coagulation factor XIIa protease activity; P00748; purified FXIIa, Boc-QGR-AMC fluorogenic substrate, 2 h; inhibition, % at 5 µM; 220,000 tested, 0.3% active; AID 800; in the data active = inhibition above about 40%;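 note: 0% = enzyme with no compound and 100% = blank without enzyme; many of its hits are not listed in these tables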
Wee1 degr inh: inhibitors of human Wee1 degradation | P30291 | HeLa Luc-Wee1K328M stability, luciferase luminescence; 100% = proteasome inhibitor MG132 effect | reporter increase, % at 5 µM | 220,000 tested, 1.2% active;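 active = activation above the mean of all tested compounds plus 3 SD, set per screening run, cut at about 8.8% in these data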;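 note: cells exposed to compound for 20 h before luminescence read; 0% = DMSO alone and 100% = MG132 at 30 µM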
Target sequence (P30291 whole entry K328M): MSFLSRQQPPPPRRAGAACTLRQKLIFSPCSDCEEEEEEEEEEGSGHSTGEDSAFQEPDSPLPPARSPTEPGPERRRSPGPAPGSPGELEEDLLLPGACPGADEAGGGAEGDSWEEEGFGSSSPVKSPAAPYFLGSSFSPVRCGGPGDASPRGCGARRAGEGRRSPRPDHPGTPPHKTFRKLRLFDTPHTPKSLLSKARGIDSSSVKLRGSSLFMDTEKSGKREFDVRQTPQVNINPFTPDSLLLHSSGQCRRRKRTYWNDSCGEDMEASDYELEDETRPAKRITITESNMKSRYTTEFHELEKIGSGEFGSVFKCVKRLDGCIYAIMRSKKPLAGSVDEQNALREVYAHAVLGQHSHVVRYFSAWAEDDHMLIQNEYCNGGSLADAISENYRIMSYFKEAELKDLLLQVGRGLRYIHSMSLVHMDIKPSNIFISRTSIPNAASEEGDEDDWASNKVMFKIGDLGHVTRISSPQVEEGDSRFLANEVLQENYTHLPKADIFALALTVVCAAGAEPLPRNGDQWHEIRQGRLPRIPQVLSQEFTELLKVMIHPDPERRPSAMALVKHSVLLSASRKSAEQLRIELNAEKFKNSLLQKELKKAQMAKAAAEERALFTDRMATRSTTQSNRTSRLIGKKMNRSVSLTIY
PPC-1+TRAIL kill: PPC-1 cancer cell killing with TRAIL present. cell killing (% activity), % at 4 µM. AID 1443. 220,000 tested, 0.41% active. PPC-1 cells + TRAIL, ATPLite viability luminescence;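 active = cell killing above 50% in the first pass at 4 µM, then a duplicate retest at 5 µM averaging 50% or more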;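 note: plate controls were cells with TRAIL plus DMSO for no effect and medium-only wells lacking cells for full effect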
TNF death inh: inhibitors of TNF-alpha induced necroptosis in Jurkat FADD-/- cells; Jurkat FADD-/- TNF necroptosis rescue, ATP luminescence, 24 h; 0 = TNF only, 100 = no-TNF cells; activation (protection from cell death), % at 10 µM; 220,000 tested, 0.068% active; AID 463075;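 active = activation, meaning protection from cell death, of at least 50% relative to plate controls; inactive = activation below 50%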;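 note: necroptosis triggered by 40 ng/mL TNF-alpha added together with compound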
L929 necroptosis: L929 zVAD cell death inhibition. L929 zVAD necroptosis rescue, ATP luminescence, 24 h; with zVAD 60 µM. viability rescue, % at 10 µM. 220,000 tested, 0.38% active. AID 1377;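 active = activation, scaled between plate controls, above about 75%, limit read from the data; inactive = activation under that limit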;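 note: 0% = zVAD with DMSO and 100% = DMSO alone without zVAD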
EP2 antag: EP2 receptor (human) inhibition. 260,000 tested, 0.52% active. AID 1422. C6 glioma cells expressing human EP2, cAMP TR-FRET; cells stimulated with saturating PGE2. inhibition, % at 25 µM. P43116;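 active = percent inhibition above 40 after rounding to a whole number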;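 note: rat C6 glioma host cells with rolipram phosphodiesterase inhibitor present; the protocol text gives 20 µM as final concentration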
Target sequence (P43116 whole entry, looked up): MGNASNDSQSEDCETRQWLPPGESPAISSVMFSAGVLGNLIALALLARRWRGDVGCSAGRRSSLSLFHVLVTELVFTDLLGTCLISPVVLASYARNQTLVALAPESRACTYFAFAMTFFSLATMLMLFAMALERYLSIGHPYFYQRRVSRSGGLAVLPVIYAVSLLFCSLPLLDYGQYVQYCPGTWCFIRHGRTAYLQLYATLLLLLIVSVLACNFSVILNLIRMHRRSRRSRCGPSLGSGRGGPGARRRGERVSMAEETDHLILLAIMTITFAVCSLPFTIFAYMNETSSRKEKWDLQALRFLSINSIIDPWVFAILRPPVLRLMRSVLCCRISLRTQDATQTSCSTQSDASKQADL
FXIa inh: inhibitors of human coagulation factor XIa | purified FXIa, Boc-Glu-Ala-Arg-AMC fluorogenic substrate | 220,000 tested, 0.14% active | inhibition, % at 5 µM | AID 798;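 active = inhibition of at least 40%; inactive = inhibition below 40%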;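 note: fluorescence of freed AMC excited at 355 nm; 0% = enzyme without compound and 100% = no enzyme blank; many of its hits are not listed in these tables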
Tb hexokinase: T. brucei hexokinase 1 inhibition | recombinant TbHK1, G6PDH-coupled NADH A340 | AID 1430 | 220,000 tested, 0.11% active | inhibition, % at 10 µM;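 active = inhibition of 50% or more in the single-dose primary screen; inactive = inhibition below 50%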
CHOP inh: CHOP inhibition in unfolded protein response. CHO-K1 CHOP-promoter luciferase, tunicamycin-induced, 15-18 h. inhibition, % at 10 µM. 220,000 tested, 3.8% active. AID 2732;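 active = compounds that reduced the stress-induced luciferase reporter signal by more than about 70% of percent inhibition, limit read from the data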;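 note: 0% = tunicamycin plus vehicle and 100% = wells without tunicamycin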
An asterisk follows results filed as active; . = not tested or not shown; & = joins results of further samples; [ ] = another dose, or the depositor's remark. A portion of the library (hit frequency here may not be typical).

(1) COc1ccc(-c2noc(C(C)n3nc(C)c([N+](=O)[O-])c3C)n2)cc1OC (stereo not given)
(2) C=CCn1c(-c2cc3c(s2)CCC(CC)C3)n[nH]c1=S (stereo not given)
(3) CC(C)Nc1nnc(SCC(=O)Nc2ccc3c(c2)C(=O)c2ccccc2C3=O)s1
(4) N/C(=N\OC(=O)CCc1ccccc1)c1ccccc1Cl
(5) CCOC(=O)N1CCN=C1SCc1ccc(C(F)(F)F)cc1
(6) CNC(=O)c1ccc(NC(=O)c2cccc(C(F)(F)F)c2)cc1
(7) COc1ccc(S(=O)(=O)CCC(=O)NC2CCCCC2)cc1
(8) CC1(C)CC(=O)C(C=NCCc2ccc(O)cc2)=C(O)C1
(9) c1ccc(C[n+]2csc3ccccc32)cc1
(10) CCc1cc2c(=O)c(-c3nc4ccccc4n3C)c(COCC(=O)O)oc2cc1OC(=O)C(C)(C)C
screen / no. | 1 | 2 | 3 | 4 | 5 | 6 | 7 | 8 | 9 | 10
FXIIa inh | 9 | 9 | 8 | 11 | 6 | 3 | 1 | -5 | 4 | 4
Wee1 degr inh | 0 | 1 | 6 | -2 | 1 | -2 | 3 | -1 | -1 | -1
PPC-1+TRAIL kill | 12 | 17 | 13 | 14 | 26 | 16 | 45 | 7 | -2 | -4
TNF death inh | 2.9 | -1.1 | 1.6 | -0.3 | 1.6 | 1.9 | 1.4 | 0.6 | -11 | -3.1
L929 necroptosis | 0.1 | -0.5 | 81* | 1.6 | 1.6 | 0.3 | 1.2 | -0.2 | 0.1 | 0.1
EP2 antag | 13 | 16 | 13 | 4 | 9 | 3 | . | 5 | 7 | 13
FXIa inh | -4 | -2 | 2 | 0 | 0 | -2 | -3 | -8 | 8 | 0
Tb hexokinase | 0 | 0 | -2 | 0 | 2 | 4 | 0 | 7 | 2 | -11
CHOP inh | 48 | 69 | 32 | -7 | -8 | 18 | 8 | 23 | 18 | -6

(11) CC(=O)Nc1ccc(NC(=O)Cn2c(=O)n(-c3ccc(F)cc3)c(=O)c3oc4ccccc4c32)cc1
(12) CCOC(=O)C1(C(F)(F)F)N=C(c2cccnc2)OC(N2CCCCC2)=N1 (stereo not given)
(13) Cc1cc(NC(=O)CCC(=O)N(Cc2ccccc2)C2(C(=O)NC3CCCCC3)CCCC2)no1
(14) CCOC(=O)c1oc2ccccc2c1CN1CCN(C(=O)c2ccccc2)CC1
(15) CCCCCC(C)NC(=O)c1ccoc1C (stereo not given)
(16) CCOC(=O)c1nnn(-c2nonc2N)c1COc1cc(C)c(Cl)c(C)c1
(17) NC(=O)c1ccc[n+](CC(=O)c2ccccc2)c1
(18) O=C(CSc1nc2ccccc2s1)NCCCN1CCOCC1
(19) COc1ccc(NC(=S)Nc2ccccc2)cn1
(20) Fc1ccccc1/C=N/Nc1nc(-c2ccccn2)nc2ccccc12
screen / no. | 11 | 12 | 13 | 14 | 15 | 16 | 17 | 18 | 19 | 20
FXIIa inh | 8 | 17 | -3 | 14 | 15 | . | 8 | 15 | 0 | 3
Wee1 degr inh | 1 | 4 | -3 | 3 | 0 | 2 | -4 | -2 | -1 | 7
PPC-1+TRAIL kill | -13 | -6 | 14 | 3 | -1 | -17 | 0 | -4 | -1 | 61*[5 µM]
TNF death inh | 0.9 | 0.8 | 0.9 | 0.8 | -1.0 | 0.6 | 0.9 | -2.6 | -0.7 | -7.4
L929 necroptosis | 0.0 | . | 1.9 | 3.1 | 0.1 | 1.2 | -0.3 | 0.3 | 0.1 | 52
EP2 antag | 4 | 6 | 6 | 6&12 | 8 | 5 | 2 | 10 | 17 | 4
FXIa inh | 2 | 10 | -5 | 3 | 6 | . | 0 | 3 | -11 | -3
Tb hexokinase | -9 | 1 | -8 | -2 | 7 | -17 | -4 | 0 | -4 | -1
CHOP inh | 24 | 8 | 12 | 34 | 26 | . | 3 | -7 | -2 | 54

(21) O=C(C(Cc1ccccc1)n1cccc1)N1CCN(C2CCCCC2)CC1 (stereo not given)
(22) COc1ccc(NC(=O)c2ccccc2[N+](=O)[O-])cc1OC
(23) O=C1c2cccc(OCC(=O)N3CCCc4ccccc43)c2CCN1Cc1ccccc1
(24) CC(=O)NCc1nc2ccccc2n1Cc1ccccc1F
(25) COc1ccc(C(=O)NCc2ccccn2)cc1
(26) Clc1ccc(-c2cccs2)nn1
(27) O=c1[nH]c(NCCO)nc2ncn(Cc3ccccc3)c12
(28) O=C(Nc1ccccc1)Nc1ccc(F)c([N+](=O)[O-])c1
(29) Cc1cccc(NS(=O)(=O)c2c(C)n[nH]c2C)c1
(30) COc1ccc(SCC(=O)c2cc(C)c(OC(=S)N(C)C)c(C)c2)cc1
screen / no. | 21 | 22 | 23 | 24 | 25 | 26 | 27 | 28 | 29 | 30
FXIIa inh | 14 | 9 | -1 | 5 | 15 | 4 | 11 | 8 | 6 | 9
Wee1 degr inh | -1 | 2 | -2 | 7 | 0 | -4 | -2 | 0 | -3 | 1
PPC-1+TRAIL kill | -5 | 27 | 8 | 30 | 11 | -2 | 23 | 24 | 0 | 21
TNF death inh | 0.0 | 0.1 | 3.0 | 0.4 | -2.0 | 0.4 | 0.3 | 8.2 | -4.4 | -1.1
L929 necroptosis | 0.8 | 1.1 | -0.2 | 0.1 | -0.2 | 0.7 | -1.0 | 8.6 | -0.2 | 0.2
EP2 antag | 15 | 5 | 6 | 15 | 5 | 4 | 6 | 7 | 8 | 11
FXIa inh | 4 | 2 | 0 | 4 | 5 | -3 | -2 | 7 | -6 | -1
Tb hexokinase | -9 | 26 | -1 | 0 | 3 | -2 | -5 | -7 | 2 | -7
CHOP inh | 73* | 36 | 6 | 7 | 3 | 14 | 10 | 52 | -39 | 1

(31) COc1ccc(/C=C(/NC(=O)c2ccccc2)C(=O)N/N=C/c2ccncc2)c(OC)c1
(32) CC(=O)Nc1ccc(NC(=O)C2CCC(CNS(=O)(=O)c3cccc4nsnc34)CC2)cc1 (stereo not given)
(33) COc1ccc(Nc2nc(NCC3CCCO3)c3ccccc3n2)c(OC)c1 (stereo not given)
(34) Cc1cc(OCC(=O)Nc2ccncc2)c(C)cc1Br
(35) Cc1cc(C)c(C(=O)/C=C/c2cccs2)c(=O)[nH]1
(36) Cc1ccc(S(=O)(=O)N(C)c2ccc(OCC(=O)Nc3nc4c(ccc5ccccc54)s3)cc2)cc1
(37) Cc1ccc(S(=O)(=O)ON2C(=O)c3cccc4cccc(c34)C2=O)cc1
(38) CS(=O)(=O)c1[nH]nc(-c2cccc(Cl)c2)c1C#N
(39) C/C(=C\c1ccccc1)C(=O)N1CCN(c2cccc(C(F)(F)F)c2)CC1
(40) COC(=O)c1cc(C)nc(N)c1C#N
screen / no. | 31 | 32 | 33 | 34 | 35 | 36 | 37 | 38 | 39 | 40
FXIIa inh | 8 | 8 | 2 | 10 | 9 | 10 | -4 | 10 | 3 | -10
Wee1 degr inh | 3 | -1 | 3 | 1 | 3 | -1 | 0 | 2 | 2 | 0
PPC-1+TRAIL kill | 11 | 22 | 48 | 30 | 10 | -8 | 2 | 19 | -2 | -10
TNF death inh | 0.9 | 1.4 | 13 | -15 | -0.3 | 2.0 | 1.8 | -0.2 | 1.0 | -0.5
L929 necroptosis | 0.1 | 2.5 | 1.7 | -0.3 | 20 | 1.2 | 0.7 | 0.1 | 0.5 | -0.5
EP2 antag | 20 | 4 | 20 | 5 | 1 | 0 | 11 | 3 | 5 | 6
FXIa inh | -1 | 3 | -2 | -4 | 6 | 4 | -3 | 3 | -4 | -15
Tb hexokinase | -30 | -5 | -6 | -9 | -28 | 1 | 28 | 4 | 30 | -11
CHOP inh | 11 | 6 | 26 | 33 | 1 | 47 | 44 | -10 | 82* | -2

(41) COc1ccc(NC(=S)NCc2cccs2)cc1
(42) COC(=O)c1ccccc1CON1C(=O)C(C)(C)N(OCc2ccccc2C(=O)OC)C(=O)C1(C)C
(43) COc1ccc(-c2nnc3ccc(SCC(=O)Nc4nc5ccccc5s4)nn23)cc1OC
(44) C/C(=N/NC(=O)c1sc(NS(=O)(=O)c2ccccc2)nc1C)c1ccccc1
(45) Brc1ccccc1OCCNCc1ccccc1
(46) C=C(C)c1cccc(C(C)(C)NC(=O)Nc2ccc3[nH]c(=O)[nH]c3c2)c1
(47) Cn1c(SCC(=O)Nc2ccc(F)cc2)nnc1-c1cccnc1
(48) CCCCOC(=O)CSC(=S)N(C)Cc1cccs1
(49) CCc1cccc(CC)c1N1C(=O)c2cc(N3CCOCC3)c([N+](=O)[O-])cc2C1=O
(50) Cc1ccccc1C(=O)NC(CC(C)C)C(=O)NN1C(=O)c2ccccc2C1=O (stereo not given)
(51) Nc1cc(=O)[nH]c(SCC(=O)Nc2ccc3c(c2)CCC3)n1
(52) O=C(CCC1CCCN(c2ncccn2)C1)NCc1ccc(F)c(F)c1 (stereo not given)
screen / no. | 41 | 42 | 43 | 44 | 45 | 46 | 47 | 48 | 49 | 50 | 51 | 52
FXIIa inh | -1 | 14 | 1 | 3 | 4 | 7 | 15 | 12 | -4 | 18 | 9 | 4
Wee1 degr inh | -2 | -3 | -2 | 5 | 0 | 4 | -1 | 3 | -2 | 2 | 9.6* | 1
PPC-1+TRAIL kill | 15 | 8 | -1 | 8 | 11 | 17 | 8 | 4 | 22 | -3 | -5 | -11
TNF death inh | -4.4 | 0.1 | -1.3 | 0.7 | 3.4 | -7.9 | 0.8 | 1.0 | 0.3 | -1.0 | 0.6 | 1.6
L929 necroptosis | -0.9 | 0.0 | 1.2 | 0.7 | 4.5 | 0.7 | 0.1 | 0.4 | -0.3 | -1.2 | 1.3 | 0.1
EP2 antag | 5 | 5 | 17 | 16 | 7 | 16 | 6 | 6 | 6 | 2 | 4 | 4
FXIa inh | -6 | 7 | -3 | 15 | -4 | -3 | 5 | 10 | -15 | 3 | 5 | -5
Tb hexokinase | -1 | -13 | -7 | -15 | 4 | 6 | -2 | 7 | 40 | -5 | 3 | 0
CHOP inh | 4 | 33 | 31 | 4 | -4 | 12 | -41 | 40 | 23 | 1 | -2 | -4

Part of the list above in order of number of heavy atoms, largest number first:
(42) COC(=O)c1ccccc1CON1C(=O)C(C)(C)N(OCc2ccccc2C(=O)OC)C(=O)C1(C)C
(43) COc1ccc(-c2nnc3ccc(SCC(=O)Nc4nc5ccccc5s4)nn23)cc1OC
(49) CCc1cccc(CC)c1N1C(=O)c2cc(N3CCOCC3)c([N+](=O)[O-])cc2C1=O
(46) C=C(C)c1cccc(C(C)(C)NC(=O)Nc2ccc3[nH]c(=O)[nH]c3c2)c1
(47) Cn1c(SCC(=O)Nc2ccc(F)cc2)nnc1-c1cccnc1
(51) Nc1cc(=O)[nH]c(SCC(=O)Nc2ccc3c(c2)CCC3)n1
(48) CCCCOC(=O)CSC(=S)N(C)Cc1cccs1
(45) Brc1ccccc1OCCNCc1ccccc1
screen / no. | 42 | 43 | 49 | 46 | 47 | 51 | 48 | 45
FXIIa inh | 14 | 1 | -4 | 7 | 15 | 9 | 12 | 4
Wee1 degr inh | -3 | -2 | -2 | 4 | -1 | 9.6* | 3 | 0
PPC-1+TRAIL kill | 8 | -1 | 22 | 17 | 8 | -5 | 4 | 11
TNF death inh | 0.1 | -1.3 | 0.3 | -7.9 | 0.8 | 0.6 | 1.0 | 3.4
L929 necroptosis | 0.0 | 1.2 | -0.3 | 0.7 | 0.1 | 1.3 | 0.4 | 4.5
EP2 antag | 5 | 17 | 6 | 16 | 6 | 4 | 6 | 7
FXIa inh | 7 | -3 | -15 | -3 | 5 | 5 | 10 | -4
Tb hexokinase | -13 | -7 | 40 | 6 | -2 | 3 | 7 | 4
CHOP inh | 33 | 31 | 23 | 12 | -41 | -2 | 40 | -4
